Screening data deposited in PubChem BioAssay by National Center for Advancing Translational Sciences (NCATS).
TRHR ag – TRH receptor (human) agonism; AID 493084; activation, % at 2 µM; TRHR cells, calcium flux fluo-8, FDSS agonist mode; actives 0.18% (n = 360,000); P34981; also: 0% is about no effect
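Agonist-mode FDSS calcium read (Ex 480/Em 530, 1 s cycles) in 1536-well TRHR cells with fluo-8 dye, after 10-cycle baseline and 23 nL compound addition; TRH at EC20 (10 nM final) added afterwards for the enhancer phase.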
D1 agonist – agonists of human D1 dopamine receptor | activation, % at 2 µM | actives 1% (n = 360,000) | HEK293 T-REx D1 cells, calcium flux, agonist mode; also: 0% is about no effect
Target sequence (P21728 whole entry, looked up): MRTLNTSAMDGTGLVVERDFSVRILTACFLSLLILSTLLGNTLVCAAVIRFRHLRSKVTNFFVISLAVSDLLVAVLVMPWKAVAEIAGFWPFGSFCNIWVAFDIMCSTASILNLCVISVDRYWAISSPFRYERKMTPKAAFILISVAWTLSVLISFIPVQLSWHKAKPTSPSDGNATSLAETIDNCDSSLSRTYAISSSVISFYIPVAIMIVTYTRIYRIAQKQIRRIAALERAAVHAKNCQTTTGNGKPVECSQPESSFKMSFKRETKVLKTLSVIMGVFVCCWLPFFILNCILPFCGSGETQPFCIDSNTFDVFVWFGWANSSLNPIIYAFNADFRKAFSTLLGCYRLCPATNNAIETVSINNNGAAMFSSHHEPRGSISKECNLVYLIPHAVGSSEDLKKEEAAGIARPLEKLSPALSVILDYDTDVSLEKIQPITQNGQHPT
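Tetracycline-induced HEK293 TREx D1 cells, force-coupled to calcium signalling, were dye-loaded with a no-wash calcium kit. Compound was pin-added after a 10 s baseline. Fluorescence was read kinetically at 1 cycle/s for 180 s, with calcium rises flagged as agonism.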
TRHR PAM – TRH receptor (human) allosteric enhancement; P34981; TRHR cells, fluo-8 calcium fluorescence, EC20 TRH enhancement; enhancement, % at 2 µM; actives 0.66% (n = 360,000); in the data active = enhancement above about 30%; also: 0% is about no effect
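TRHR-expressing cells loaded with fluo-8 calcium dye were read kinetically (ex 480/em 530) during compound addition, then stimulated with an EC20 of TRH (10 nM final). Enhancement of the Gq-mediated intracellular calcium response was scored.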
D2 agonist – agonists of human D2 dopamine receptor. P14416. HEK293 T-REx D2 cells, calcium flux agonist mode. activation, % at 2 µM. actives 0.53% (n = 340,000). AID 485358;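 active = activation over 3 SD above normal in the single-dose calcium agonist read, cut at about 30% in these data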; also: 0% is about no effect
Target sequence (P14416 whole entry, looked up): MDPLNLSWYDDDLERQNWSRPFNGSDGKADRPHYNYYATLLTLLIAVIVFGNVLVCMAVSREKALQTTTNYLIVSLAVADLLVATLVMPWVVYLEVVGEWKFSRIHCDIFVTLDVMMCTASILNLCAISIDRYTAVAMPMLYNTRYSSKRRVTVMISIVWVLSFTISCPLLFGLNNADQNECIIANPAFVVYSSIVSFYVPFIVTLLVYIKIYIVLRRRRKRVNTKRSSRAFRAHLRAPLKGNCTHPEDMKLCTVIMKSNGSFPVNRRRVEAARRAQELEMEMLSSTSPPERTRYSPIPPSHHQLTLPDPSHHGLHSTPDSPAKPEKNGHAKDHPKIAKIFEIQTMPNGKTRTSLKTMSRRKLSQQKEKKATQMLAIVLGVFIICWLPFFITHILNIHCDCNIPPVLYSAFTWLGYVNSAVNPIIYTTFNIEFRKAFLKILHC
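Tetracycline-induced HEK293 Trex cells with D2 receptor force-coupled to calcium signaling, plated overnight at 30 C and loaded with no-wash calcium dye. Calcium flux read kinetically for 180 s after compound addition; responses flag agonists.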
D2 antag – D2 dopamine receptor (human) antagonism. actives 2% (n = 340,000). inhibition, % at 10 µM. AID 485344. HEK293 TREx D2 cells, calcium flux, dopamine EC80; in the data active = inhibition above about 30%; also: 0% is about no effect
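Read-out: kinetic calcium fluorescence (1 cycle/s) in inducible HEK293 T-REx D2 cells after an EC80 dopamine addition that followed 180 s compound preincubation. Loss of the dopamine response indicates antagonism.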
D1 potentiator – enhances dopamine response at the human D1 receptor; P21728; HEK293 TREx D1 cells, calcium flux, dopamine EC20 potentiation; actives 0.036% (n = 360,000); potentiation, % at 10 µM; in the data active = potentiation above about 30%; also: 0% is about no effect
D2 potentiator – positive allosteric modulators of human D2 dopamine receptor. P14416. HEK293 T-REx D2, calcium flux, EC20 dopamine potentiation. potentiation, % at 10 µM. actives 0.34% (n = 340,000);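 active = potentiation over 3 SD above the plate norm, cut at about 30% in these data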; also: 0% is about no effect
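Using a no-wash calcium dye in inducible, force-coupled HEK293 Trex cells expressing D2, we tracked fluorescence each second for 180 s after compound, then for 180 s after EC20 dopamine to detect augmented signalling.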
D1 antag – antagonists of human D1 dopamine receptor | actives 3.2% (n = 360,000) | activity change, negative = inhibition, % at 10 µM | HEK293 TREx D1 cells, calcium flux, dopamine EC80; hits give low values | AID 504652 | P21728; in the data active = activity change below about -30%; also: % is scaled to controls: 0 for no effect and ±100 for the full control effect
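Cells carrying a force-coupled, tetracycline-inducible human D1 receptor report calcium flux. Each well gets a 10 s baseline, compound with 180 s monitoring, then an EC80 dopamine stimulus with a second 180 s kinetic read.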
RXFP1 antag – RXFP1 (human) relaxin receptor antagonism. Q9HBX9. HEK293-RXFP1, relaxin-stimulated cAMP HTRF, 30 min; hits give low values. activity change, negative = inhibition, % at 57.5 µM. actives 0.59% (n = 350,000);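 active = activity change of -60% or lower, but not beyond a set lower limit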; also: % is scaled to controls: 0 for no effect and ±100 for the full control effect
An asterisk follows results filed as active. Rule as the data show it, unless noted: active = activation above about 30%; inactive = the rest.

CCN1CCN(c2ccc(S(=O)(=O)N3CCCCC3)cc2NC(=O)/C=C/c2ccc([N+](=O)[O-])cc2)CC1 was read as TRHR ag 0.0, D1 agonist 1, TRHR PAM 6, D2 agonist 0.4, D2 antag -2, D1 potentiator 1, D2 potentiator -8, D1 antag -1 and RXFP1 antag -5.
`Cc1nc2nc(C)c(CCC(=O)N3CCc4ccccc43)c(C)n2n1` gave TRHR ag -0.7, D1 agonist 6, TRHR PAM -7, D2 agonist -0.2, D2 antag 9, D1 potentiator -2, D2 potentiator 5, D1 antag 0 and RXFP1 antag 8.
For CSc1ncc(C(=O)Nc2ccccc2F)c(-c2ccccc2)n1 the results were TRHR ag -0.5, D1 agonist 2, TRHR PAM -1, D2 agonist -1.9, D2 antag 4, D1 potentiator -5, D2 potentiator 2, D1 antag -2 and RXFP1 antag 2.
Screening Cc1ccc(NS(=O)(=O)c2ccccc2[N+](=O)[O-])cc1C returned TRHR ag 0.0, D1 agonist -2, TRHR PAM -13, D2 agonist -0.9, D2 antag 0, D1 potentiator 1, D2 potentiator 0, D1 antag -9 and RXFP1 antag -4.
Screening N#CC(C(=O)Nc1ccc(Cl)cc1)=C1Nc2ccccc2N1 returned TRHR ag 0.0, D1 agonist 0, TRHR PAM 9, D2 agonist -0.6, D2 antag -1, D1 potentiator -6, D2 potentiator -3, D1 antag -2 and RXFP1 antag 11.
NC(=O)c1ccc(NC(=O)COC(=O)CCCN2C(=O)c3cccc4cccc(c34)C2=O)cc1 was read as TRHR ag 0.0, D1 agonist 5, TRHR PAM -8, D2 agonist 0.6, D2 antag 2, D1 potentiator -6, D2 potentiator 13, D1 antag -7 and RXFP1 antag 27.
`CCOc1ccccc1C1CC(=O)NC(C)=C1C(=O)OC1CCCCCC1` (configuration not stated) gave TRHR ag 0.3, D1 agonist 4, TRHR PAM -6, D2 agonist -0.6, D1 potentiator -3, D2 potentiator 5 and D1 antag -5.
`CCCN1CCC(=NNC(=O)CSc2cc(C)c(Br)cc2C)CC1` gave TRHR ag -0.6, D1 agonist 5, TRHR PAM 4, D2 agonist -0.9, D2 antag -4, D1 potentiator -2, D2 potentiator 20, D1 antag -4 and RXFP1 antag -6.
`COCCCNC(=O)CCCCCNS(=O)(=O)c1ccc(Br)cc1` gave TRHR ag -0.1, D1 agonist -1, TRHR PAM 0, D2 agonist 0.1, D2 antag 7, D1 potentiator 0, D2 potentiator -1, D1 antag -3 and RXFP1 antag -15.
CCOC(=O)N1CCN(C(=O)c2ccc(NC(=O)CC)cc2)CC1 was read as TRHR ag 0.2, D1 agonist 0, TRHR PAM 10, D2 agonist -0.6, D2 antag -13, D1 potentiator -1, D2 potentiator 10, D1 antag 8 and RXFP1 antag -9.

By substructure: the compounds so far containing a halogen.
For CSc1ncc(C(=O)Nc2ccccc2F)c(-c2ccccc2)n1 the results were TRHR ag -0.5, D1 agonist 2, TRHR PAM -1, D2 agonist -1.9, D2 antag 4, D1 potentiator -5, D2 potentiator 2, D1 antag -2 and RXFP1 antag 2.
Screening N#CC(C(=O)Nc1ccc(Cl)cc1)=C1Nc2ccccc2N1 returned TRHR ag 0.0, D1 agonist 0, TRHR PAM 9, D2 agonist -0.6, D2 antag -1, D1 potentiator -6, D2 potentiator -3, D1 antag -2 and RXFP1 antag 11.
`CCCN1CCC(=NNC(=O)CSc2cc(C)c(Br)cc2C)CC1` gave TRHR ag -0.6, D1 agonist 5, TRHR PAM 4, D2 agonist -0.9, D2 antag -4, D1 potentiator -2, D2 potentiator 20, D1 antag -4 and RXFP1 antag -6.
`COCCCNC(=O)CCCCCNS(=O)(=O)c1ccc(Br)cc1` gave TRHR ag -0.1, D1 agonist -1, TRHR PAM 0, D2 agonist 0.1, D2 antag 7, D1 potentiator 0, D2 potentiator -1, D1 antag -3 and RXFP1 antag -15.

New compounds follow.
For CC(C)C(=O)Nc1ncc(Cc2ccccc2Cl)s1 the results were TRHR ag 0.9, D1 agonist 0, TRHR PAM -2, D1 potentiator -3, D1 antag -5 and RXFP1 antag -12.
CCc1ccc(-c2[nH]c3c(c2-c2sc(C)c(C(=O)OC)c2O)c(=O)[nH]c(=O)n3C)cc1 was read as TRHR ag 11, D1 agonist 7, TRHR PAM -7, D2 agonist 8.9, D1 potentiator -1, D2 potentiator 20, D1 antag -11 and RXFP1 antag -1.
O=C(CN1C(=O)/C(=C\c2cccc(Br)c2)Oc2ccccc21)NCC1CCCO1 (configuration not stated) was read as TRHR ag 0.1, D1 agonist 4, TRHR PAM 1, D2 agonist -0.3, D2 antag 18, D1 potentiator -4, D2 potentiator 5, D1 antag -25 and RXFP1 antag -17.
COc1ccc(-c2cc(C(=O)N3CCCc4ccccc43)no2)cc1 was read as TRHR ag 0.3, D1 agonist 6, TRHR PAM 2, D2 agonist -0.5, D2 antag -20, D1 potentiator -6, D2 potentiator 4, D1 antag -8 and RXFP1 antag -17.
For Cc1ccccc1C(=O)Nc1ccccc1N1CCN(C(=O)c2ccccc2)CC1 the results were TRHR ag -0.2, D1 agonist 4, TRHR PAM -21, D2 agonist -1.0, D2 antag 2, D1 potentiator -1, D2 potentiator 2, D1 antag 15 and RXFP1 antag -16.
Screening CN1CCN(S(=O)(=O)c2ccc(NS(=O)(=O)c3ccccc3)cc2)CC1 returned TRHR ag 0.3, D1 agonist 4, TRHR PAM 0, D2 agonist 0.9, D2 antag -5, D1 potentiator -3, D2 potentiator 5, D1 antag 12 and RXFP1 antag -8.
Screening CC(Oc1ccccc1F)C(=O)NNC(=O)c1cccc(S(=O)(=O)N2CCN(C)CC2)c1 (configuration not stated) returned TRHR ag -0.4, D1 agonist 1, TRHR PAM -5, D2 agonist 0.3, D2 antag -6, D1 potentiator -2, D2 potentiator -2, D1 antag -9 and RXFP1 antag 4.
For Clc1ccc(-c2nc(N3CCOCC3)nc3ccccc23)cc1 the results were TRHR ag -0.2, D1 agonist 2, TRHR PAM 4, D2 agonist 1.7, D2 antag 0, D1 potentiator -12, D2 potentiator 4, D1 antag 1 and RXFP1 antag -16.
For CC(/C=N/NC(=O)c1nnn(-c2nonc2N)c1C(C)C)=C\c1ccco1 the results were TRHR ag -1.5, D1 agonist 3, TRHR PAM 15, D2 agonist 0.3, D2 antag -13, D1 potentiator 3, D2 potentiator -2, D1 antag 30 and RXFP1 antag -16.
O=C(Nc1cccn2ncnc12)C(F)(F)F was read as TRHR ag -0.2, D1 agonist 2, TRHR PAM -5, D2 agonist 2.1, D2 antag -3, D1 potentiator -2, D2 potentiator -4, D1 antag -2 and RXFP1 antag 1.
`Cc1cc(NC(=O)COC(=O)c2ccc([N+](=O)[O-])cc2Cl)no1` gave TRHR ag 0.6, D1 agonist 0, TRHR PAM 2, D2 agonist 0.2, D2 antag -7, D1 potentiator 0, D2 potentiator 6, D1 antag -10 and RXFP1 antag 19.
O=C(CN1CCN(c2ccccc2)CC1)Nc1cccc(C(F)(F)F)c1 was read as TRHR ag -1.0, D1 agonist 0, TRHR PAM 1, D2 agonist 2.1, D2 antag 21, D1 potentiator 1, D2 potentiator -31, D1 antag -7 and RXFP1 antag -8.
`Cc1cccc(OC(=O)Cn2c(C(F)(F)F)nc3ccccc32)c1` gave TRHR ag -0.1, D1 agonist 8, TRHR PAM 0, D2 agonist -0.8, D2 antag 1, D1 potentiator -1, D2 potentiator -4, D1 antag -5 and RXFP1 antag 3.
Screening CN(Cc1ccon1)C(=O)CC1C(=O)NCCN1Cc1ccc(F)c(F)c1 (configuration not stated) returned TRHR ag 0.9, D1 agonist 3, TRHR PAM -4, D2 agonist -1.2, D2 antag 7, D1 potentiator 6, D2 potentiator -3, D1 antag 19 and RXFP1 antag -2.
`COc1cc(/C=N/Nc2ccc(Cl)nn2)cc(OC)c1O` gave TRHR ag 0.0, D1 agonist 1, TRHR PAM 1, D2 agonist -0.9, D2 antag 5, D1 potentiator -4, D2 potentiator 1, D1 antag -15 and RXFP1 antag -2.
COc1ccc2c(c1)NC(c1ccc(F)cc1)=NC(c1ccc(F)cc1)=N2 was read as TRHR ag -2.4, D1 agonist 1, TRHR PAM -2, D2 agonist -0.8, D1 potentiator 0, D2 potentiator -1, D1 antag -9 and RXFP1 antag -23.
CN1C(=O)c2ccc(N3CCCC3)cc2C1=O was read as TRHR ag -0.9, D1 agonist 12, TRHR PAM 5, D2 agonist 12, D2 antag 17, D1 potentiator 16, D2 potentiator -7, D1 antag -12 and RXFP1 antag -15.
`CCCCc1nc(NCCN2CCOCC2)c(C#N)c2c1COC(C)(C)C2` gave TRHR ag 0.6, D1 agonist 3, TRHR PAM -1, D2 agonist 0.4, D2 antag 1, D1 potentiator 4, D2 potentiator -7, D1 antag 9 and RXFP1 antag -7.
CC(=O)n1cc(C2C(=O)CC(C)(C)CC2=O)c2ccccc21 was read as TRHR ag 1.4, D1 agonist 0, TRHR PAM 0, D2 agonist -0.3, D2 antag -10, D1 potentiator -1, D2 potentiator 24, D1 antag 5 and RXFP1 antag -4.
Screening CCN(CCCNC(=O)COc1cc(=O)n(C)c2ccccc12)c1cccc(C)c1 returned TRHR ag -0.7, D1 agonist 0, TRHR PAM 2, D2 agonist 1.1, D2 antag 0, D1 potentiator -4, D2 potentiator 5, D1 antag 7 and RXFP1 antag -26.
O=C(CNC(=O)c1ccccc1Cl)NCC(c1cccs1)N1CCOCC1 (configuration not stated) was read as TRHR ag -0.1, D1 agonist 0, TRHR PAM 4, D2 agonist 0.0, D2 antag -5, D1 potentiator -6, D2 potentiator 0, D1 antag -13 and RXFP1 antag -11.
Screening Cc1ccccc1NC(=O)N1C2CCCC1CC(NC(=O)C(C)(C)C)C2 (configuration not stated) returned TRHR ag -0.2, D1 agonist 6, TRHR PAM 9, D2 agonist -0.3, D2 antag -5, D1 potentiator 0, D2 potentiator 9, D1 antag -9 and RXFP1 antag -8.
For O=C(Nc1ccc(Cl)c(Cl)c1)Nc1nnc(CSc2ccccc2)s1 the results were TRHR ag 0.6, D1 agonist 5, TRHR PAM 4, D2 agonist 2.9, D2 antag -3, D1 potentiator 2, D2 potentiator -5, D1 antag -7 and RXFP1 antag -12.
For CN(C)c1ccc(Nc2cc(Cl)ncn2)cc1 the results were TRHR ag 0.0, D1 agonist 0, TRHR PAM -3, D2 agonist 0.7, D2 antag -1, D1 potentiator -12, D2 potentiator 0, D1 antag -4 and RXFP1 antag -8.
CCNC(=O)c1ccccc1-c1nc(-c2ccccc2)no1 was read as TRHR ag -0.9, D1 agonist 3, TRHR PAM 4, D2 agonist -0.1, D2 antag -2, D1 potentiator -4, D2 potentiator 1, D1 antag -7 and RXFP1 antag 4.
`O=Cc1c(N2CCC3(CC2)OCCO3)nc2ccccn2c1=O` gave TRHR ag 0.5, D1 agonist 1, TRHR PAM -16, D2 agonist 0.0, D2 antag 2, D1 potentiator -7, D2 potentiator -6, D1 antag -10 and RXFP1 antag -20.
`O=C(CC(c1ccccc1)c1cc(Br)ccc1O)N1CCCCC1` (configuration not stated) gave TRHR ag -1.2, D1 agonist 1, TRHR PAM 2, D2 agonist -1.0, D2 antag -6, D1 potentiator 5, D2 potentiator 7, D1 antag 11 and RXFP1 antag -17.
